# L3MBTL1 inh: L3MBTL1 (human) inhibition; AlphaScreen L3MBTL1–H3K9me1 peptide binding; Q9Y468; Potency, µM (series often up to 57.1 µM), without a hit: top-dose activity, negative = inhibition, usual class: inhibitors; hit rate 0.66% among 230,000; AID 485360; active = well fitted inhibition curve with a large enough effect; inconclusive = small, poorly fitted or top-dose-only effect; inactive = no such curve, though single readings can be large or run the other way; also: nearly all actives have a fitted effect of over 60% in size
# Target sequence (Q9Y468 whole entry, looked up): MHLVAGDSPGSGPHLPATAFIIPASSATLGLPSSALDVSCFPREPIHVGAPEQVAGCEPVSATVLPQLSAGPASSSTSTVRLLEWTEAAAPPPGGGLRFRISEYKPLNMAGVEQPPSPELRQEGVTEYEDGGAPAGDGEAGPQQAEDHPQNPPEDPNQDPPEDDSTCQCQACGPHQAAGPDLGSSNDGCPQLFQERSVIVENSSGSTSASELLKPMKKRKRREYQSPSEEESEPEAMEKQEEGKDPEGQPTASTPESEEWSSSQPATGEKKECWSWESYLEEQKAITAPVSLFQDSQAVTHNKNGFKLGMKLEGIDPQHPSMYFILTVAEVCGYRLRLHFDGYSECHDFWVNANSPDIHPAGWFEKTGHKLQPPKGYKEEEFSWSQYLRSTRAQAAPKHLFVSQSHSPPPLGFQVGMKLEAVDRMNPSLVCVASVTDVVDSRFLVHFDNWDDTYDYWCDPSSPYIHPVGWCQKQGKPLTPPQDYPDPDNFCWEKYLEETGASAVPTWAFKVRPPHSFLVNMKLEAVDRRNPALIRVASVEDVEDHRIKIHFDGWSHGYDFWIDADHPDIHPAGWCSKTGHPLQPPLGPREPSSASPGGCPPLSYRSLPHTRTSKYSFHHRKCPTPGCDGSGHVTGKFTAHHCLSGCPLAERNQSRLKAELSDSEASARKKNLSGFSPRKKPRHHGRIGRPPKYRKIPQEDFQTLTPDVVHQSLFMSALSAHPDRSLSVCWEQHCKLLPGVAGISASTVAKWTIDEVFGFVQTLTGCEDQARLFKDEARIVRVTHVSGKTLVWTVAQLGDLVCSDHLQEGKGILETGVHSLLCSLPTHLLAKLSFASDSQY
#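 L3MBTL1 (50 nM) pre-complexed 30 min with biotinylated H3(1-15)K9me1 peptide (75 nM), then compounds added for 30 min at room temperature; AlphaScreen streptavidin donor/nickel chelate acceptor beads (10 ug/mL final) read after 30 min dark incubation.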
# * = called active by the depositor; ? = inconclusive; [ ] = dose if it differs, or a comment. % is scaled to controls: 0 for no effect and ±100 for the full control effect; potency is read from the fitted curve at half-maximal effect.
L3MBTL1 inh	mol
12.8%	CCN(CC)CCNC(=O)c1ccc(NC(=O)c2ccc(C(=O)c3ccccc3)cc2)cc1
2.0%	O=C(Cc1c(Cl)cccc1Cl)N1CCN(S(=O)(=O)c2cccs2)CC1
-6.9%	O=C(CSc1ccc([N+](=O)[O-])cc1)Nc1cccc(S(=O)(=O)N2CCOCC2)c1
5.9%	COc1ccc(-c2nc(SC(C)C(=O)Nc3ccc(NC(C)=O)cc3)n[nH]2)cc1 (centres undefined)
-1.4%	COc1ccc(CNc2ncc(-c3ccc(Br)cc3)n2C)cc1OC
20.7%	CCOC(=O)C1(CCOc2ccccc2)CCN(Cc2cccc(OC)c2O)CC1
5.0%	COc1ccc(C(CNC(=O)c2c(C)nn(Cc3ccc(C)cc3)c2Cl)N2CCOCC2)cc1 (centres undefined)
-2.8%	O=C(CCC(=O)N1CCN(c2ccccc2F)CC1)c1ccc(Cl)s1
0.2%	COCCN(CCOC)S(=O)(=O)NC[C@H]1O[C@@H](n2cnc3c(N)ncnc32)[C@H](O)[C@@H]1O
-6.0%	NS(=O)(=O)c1ccc(CCNC(=O)COC(=O)CCc2c[nH]c3ccccc23)cc1
2.1%	CCOc1c(Cl)cc(/C=C/C(=O)N(CC)CC(=O)Nc2ccc(NC(C)=O)cc2)cc1OC
43.0%[activator]	CCN(C[C@H]1N[C@@](C)(C(=O)OC)[C@H]2C(=O)N(Cc3ccccc3)C(=O)[C@@H]12)C(=O)C1CCCCC1
-4.3%	CCCCc1ccc(CC(=O)Nc2cc(S(=O)(=O)N3CCOCC3)ccc2O)cc1
6.4%	CCOc1ccc(Br)cc1S(=O)(=O)N1CCSC1
0.4%	CC1(C)C(=O)Nc2ccccc2N1C(=O)COC(=O)Cc1ccccc1F

# Some of the entries above, set out differently:
CCOc1c(Cl)cc(/C=C/C(=O)N(CC)CC(=O)Nc2ccc(NC(C)=O)cc2)cc1OC
  L3MBTL1 inh: 2.1%
CCN(C[C@H]1N[C@@](C)(C(=O)OC)[C@H]2C(=O)N(Cc3ccccc3)C(=O)[C@@H]12)C(=O)C1CCCCC1
  L3MBTL1 inh: 43.0%[activator]
CCCCc1ccc(CC(=O)Nc2cc(S(=O)(=O)N3CCOCC3)ccc2O)cc1
  L3MBTL1 inh: -4.3%
CCOc1ccc(Br)cc1S(=O)(=O)N1CCSC1
  L3MBTL1 inh: 6.4%

# The listing continues:
L3MBTL1 inh	mol
1.8%	CCOC(=O)C1=CN(Cc2cccc(F)c2)S(=O)(=O)N(CC)C1c1ccc2ccccc2c1 (centres undefined)
-0.1%	COc1ccc(OC)c(N/C=C/C(=O)c2ccc(OC)c(OC)c2)c1
-3.0%	Cn1c(SCC(=O)NCC2CCCO2)ncc(C(=O)Nc2ccccc2)c1=O (centres undefined)
1.4%	COc1ccc(NS(=O)(=O)c2cc(NC(=O)COc3ccccc3F)ccc2OC)cc1
2.4%	C=CCC[C@@H](Cc1ccc(F)cc1)C(=O)OC[C@@H](NC(=O)[C@@H](CC=C)CC(=O)N[C@@H](CO)Cc1ccccc1)C(C)(C)C
27.3%	COc1ccccc1CCNC(=O)C(=O)NCCC1CCCCN1S(=O)(=O)c1ccccc1 (centres undefined)
6.2%	CC1(c2ccc3c(c2)OCCO3)NC(=O)N(CC(=O)Nc2c(F)cccc2F)C1=O (centres undefined)
3.0%	O=C(CNC(=O)c1ccc(Cl)cc1)OCN1C(=O)c2ccccc2C1=O
7.2%	CC(C)COc1ccc(C(=O)OCC(=O)NCCC2=CCCCC2)cc1
-2.7%[2.29 µM]	CCc1nnc(N/N=C/c2ccc(O)c(OC)c2)n1N
45.9%[activator]	CC(C)(C)CN1CCN(CC#Cc2ccccc2)CC1CCO (centres undefined)
45.8%[activator]	CCCOc1ccc2[nH]c(C(=O)N/N=C/c3cc(OC)c(OC)c(OC)c3)cc2c1
-2.1%	COc1ccc(/C=C/C(=O)OCC(=O)NCc2ccccc2)cc1OC
-8.5%	CN(C)c1cc[n+](CC(=O)Nc2ccc(Cl)c([N+](=O)[O-])c2)cc1
2.4%	Cc1cccc(-n2c(SCC(=O)NCC3CCCO3)nc3ccccc3c2=O)c1C (centres undefined)

L3MBTL1 inh	mol
4.4%	COc1cc(C(=O)/C=C/c2cccnc2)c([N+](=O)[O-])cc1OC
3.3%	COc1ccccc1/C=C/C(=O)OCC(=O)NC1CCCCCCC1
-2.4%	CC12CCC(=O)N1C(C(=O)Nc1nc(-c3ccccc3)cs1)CS2 (centres undefined)
?	COc1ccc(C)cc1Nc1n[n+](-c2ccccc2)c(-c2c(Cl)cccc2Cl)s1
-1.8%	Cc1cc2cc(OCc3ccccc3)ccc2n1C
-0.2%[2.29 µM]	CCc1ccccc1N1C(=O)C(Cl)=C(N2CCOCC2)C1=O
-1.8%	CCC(C)C(=O)Nc1ccccc1N1CCN(c2ccc(F)cc2)CC1 (centres undefined)
-1.6%	Cc1c(Cl)cccc1NC(=O)CNC(=O)c1cn(-c2ccccc2)nc1-c1cccnc1
-1.1%	COc1cc(/C=C/C(=O)O[C@H]2[C@H](O[C@@H]3O[C@@H](C)[C@H](O)[C@@H](O)[C@H]3O)[C@@H](O)[C@H](OCCc3ccc(O)c(OC)c3)O[C@@H]2CO)ccc1O
-1.4%	Cc1cc(C(=O)NNC(=O)c2ccc(C)s2)c(C)o1
10.7%	CC(Sc1ccc(S(=O)(=O)N2CCCC2)cn1)C(N)=O (centres undefined)
-6.1%	COc1ccccc1-c1sc2cc3c(cc2c1C#CCO)OCO3
4.5%	C=CCC[C@@H](Cc1ccc(F)cc1)C(=O)OC[C@@H](C)NC(=O)[C@H](CC=C)CC(=O)N(CCO)Cc1ccccc1
38.0%[activator]	COc1ccc(-c2c(C#Cc3ccccc3)c3ccccc3n2C)cc1
-3.1%	CN(C)C(CNC(=O)CCc1nc2cc(Cl)ccc2n(Cc2ccccc2)c1=O)c1ccccc1 (centres undefined)

L3MBTL1 inh	mol
-2.1%	CC(=O)Nc1ccc(Nc2nc(C)nc3c2nnn3Cc2ccccc2Cl)cc1
-6.8%	Cc1cc(=O)oc2cc(OCC(=O)Nc3ccc(F)cc3F)ccc12
11.3%	C=CCn1c(CCc2ccccc2)nnc1SCC(N)=O
3.4%	Cc1ccc(C2(C)NC(=O)N(CC(=O)N3CCN(S(=O)(=O)c4cccs4)CC3)C2=O)cc1 (centres undefined)
-1.5%	O=C(Cc1cccs1)NCCS(=O)(=O)N1CCN(c2cccc(Cl)c2)CC1
-11.7%	Cc1ccc(NC(=O)CCNC(=O)c2ccc(Br)cc2)cc1S(=O)(=O)N1CCOCC1
-12.1%	CN(CC(=O)Nc1ccc(Cl)c(Cl)c1)C(=O)CC1OC(=O)c2ccccc21 (centres undefined)
-8.2%	CC(CCOS(N)(=O)=O)c1ccccc1 (centres undefined)
-9.3%	CCN(CC)CCCNC(=O)c1ccc2c3n(nc2c1)-c1ccc(Cl)cc1CO3
-6.2%	COC(=O)COc1ccc(S(=O)(=O)NCc2ccc3c(c2)OCO3)cc1C
-8.9%	CN(Cc1ccc2c(c1)OCO2)C(=O)c1cc(-c2ccccc2)c(N2CCOCC2)s1
3.6%	COc1ccc(NC(=O)C2CC(c3c(F)cccc3Cl)=NO2)cc1 (centres undefined)
2.1%	C[C@@H]1CN([C@H](C)CO)C(=O)c2cc(NS(=O)(=O)c3cccs3)ccc2O[C@H]1CN(C)Cc1ccccc1
-1.8%	Cc1ccccc1CC(=O)Nc1cccnc1
9.2%	CCCc1cc(Nc2ccc(C)cc2)n2ncnc2n1

L3MBTL1 inh	mol
-9.8%	CC1(c2ccc(Cl)cc2)NC(=O)N(CC(=O)Nc2cccnc2Cl)C1=O (centres undefined)
6.3%	COc1ccccc1-c1oc2ccccc2c1C#CC(C)(C)O
3.5%	COc1ccccc1N1CCN(C(=O)Cc2ccc(Cl)cc2)CC1
6.8%	Cn1c(CC(=O)NNC(=O)c2ccccc2[N+](=O)[O-])nc2ccccc21
-3.3%	O=C(NCC(c1ccco1)N1CCc2ccccc2C1)c1cccc([N+](=O)[O-])c1 (centres undefined)
3.3%	CC1CCCC(NC(=O)CN2C(=O)NC(C)(c3ccccc3)C2=O)C1C (centres undefined)
7.8%	CCN(C(=O)COC(=O)Cc1c(F)cccc1Cl)c1c(N)n(Cc2ccccc2)c(=O)[nH]c1=O
-12.9%	COc1ccc(N2CCN(c3ccc(NC(=O)NN)cc3)CC2)cc1
3.7%	CC(NC(=O)CCNC(=O)c1ccc(Br)cc1)c1ccc(S(N)(=O)=O)cc1 (centres undefined)
-8.8%	COc1ccc2[nH]c3c(c2c1)CCN1C(=O)C(CC(=O)NCCc2ccccn2)C[C@H](C(=O)N2CCOCC2)[C@@]31C (some centres undefined)
0.1%	CC1CN(C(=O)c2ccc(Br)c(S(=O)(=O)N3CCOCC3)c2)CC(C)O1 (centres undefined)
16.5%[2.29 µM]	NNc1nc(-c2ccccc2Cl)c2cc(Br)ccc2n1
-2.9%	COc1ccc(C(=O)NCC(c2cccs2)N2CCOCC2)cc1OC (centres undefined)
-10.1%	C[C@H](CO)N1C[C@H](C)[C@@H](CN(C)Cc2ccc(Cl)c(Cl)c2)Oc2c(NC(=O)C3CCOCC3)cccc2C1=O
4.1%	O=C(CN1CCOCC1)Nc1nc2ccc(Cl)cc2s1

# Rewritten as labelled records: entries from further up.
compound: Cc1ccccc1CC(=O)Nc1cccnc1
  L3MBTL1 inh = -1.8%
compound: CCCc1cc(Nc2ccc(C)cc2)n2ncnc2n1
  L3MBTL1 inh = 9.2%
compound: CC1(c2ccc(Cl)cc2)NC(=O)N(CC(=O)Nc2cccnc2Cl)C1=O (centres undefined)
  L3MBTL1 inh = -9.8%

# (list continues)
L3MBTL1 inh	mol
-5.2%	COC(=O)c1ccc(Cn2cc(/C=C\[N+](=O)[O-])c3ccccc32)o1
-1.5%	Cc1cc(NC(=O)CSCC(=O)Nc2nc3ccccc3s2)no1
-0.3%	Cc1ccc(CNC(=O)c2ccc(N3CCC4(CC3)CC(c3ccccc3)=NO4)c(NC(=O)c3ccco3)c2)cc1
1.4%	Cc1ccc(NC(=O)Cc2ccc(Cl)cc2)cc1S(=O)(=O)N1CCCCCC1
0.6%	CCOc1ccc(CNC(=S)Nc2ccccc2)cc1Cl
4.1%	COC(=O)[C@@]1(Cc2ccccc2)[C@H]2C(=O)N(Cc3ccccc3)C(=O)[C@H]2[C@H]2CN=C(SC)N21
-3.9%	CNc1ccccc1C(=O)OCC(=O)Nc1ccc2c(c1)OCO2
12.5%	Cc1sc2ncnc(N3CCC(C(=O)Nc4nc5ccc(Cl)cc5s4)CC3)c2c1C
-3.5%	CCCNC(=O)C(Cc1cccc(Cl)c1)NC(=O)c1ccc(C#N)cc1 (centres undefined)
-4.9%	Cc1cnc(C(=O)OCC(=O)Nc2ccc(Br)c(C)c2)cn1
0.3%[2.29 µM]	COc1ccccc1OCCCOc1cccc(/C=C2\SC(=O)NC2=O)c1
-3.2%	Cc1cc(S(=O)(=O)N2CCCC2)ccc1OCC(=O)Nc1ccc(C(N)=O)cc1
1.5%	COc1cc(C(=O)NNC(=O)CN2C(=O)NC3(CCCC3)C2=O)cc(OC)c1OC
-16.7%	O=C(CN1C(=O)NC(c2ccccc2)(c2ccccc2)C1=O)NCc1ccco1
-2.3%	O=C(O)CCC(=O)N1N=C(c2ccc(Br)cc2)CC1c1ccc(Br)cc1 (centres undefined)

L3MBTL1 inh	mol
4.3%	Cc1sc2nc(CSC(C)C(=O)N(C)CC(=O)Nc3ccccc3C(F)(F)F)[nH]c(=O)c2c1C (centres undefined)
?	CC1=NN(C(=O)c2ccc(Cl)cc2)C(O)(c2ccccc2)C1 (centres undefined)
-0.8%	COc1ccccc1CCNS(=O)(=O)CCNC(=O)c1ccc2c(c1)OCO2
1.9%	CC1CCCCC1NC(=O)COC(=O)c1ccc2c(c1)NC(=O)CS2 (centres undefined)
?	COCCNC(=O)c1cc(-c2ccccc2)nn1Cc1cc(C)no1
-2.5%	CCOc1ccc(NC(=O)c2ccc(Cl)c(NC(=O)c3ccco3)c2)cc1
3.2%	COc1ccccc1CNC(=O)c1cc(C2CC2)nc2c1cnn2C(C)C
-6.5%	COc1ccc(CNC(=O)COC(=O)c2ccc3ccccc3n2)cc1
-7.3%[2.29 µM]	CC1=C(C(=O)OCCCCCl)C(c2cc3c(cc2Br)OCO3)NC(=O)N1 (centres undefined)
-0.8%	COc1ccc(NC(=O)CCN2C(=O)NC3(CCCC3)C2=O)cc1Cl
-4.7%	CC(C)(C)NC(=O)CC1C[C@H](C(=O)N2CCOCC2)[C@@]2(CCC3CCCC3)c3[nH]c4ccccc4c3CCN2C1=O (some centres undefined)
11.6%	O=C(COC(=O)C1CCN(c2ccc(C(F)(F)F)cn2)CC1)NCc1cccc(Cl)c1
0.1%[2.29 µM]	COc1ccccc1-c1c(C)nn2c(N)c(-c3ccc(Cl)cc3)cnc12
-1.2%	Cc1cc(OC(=O)c2cccc(C(F)(F)F)c2)c([N+](=O)[O-])c(=O)[nH]1
0.3%	Cc1cccc(N2C(=O)c3ccc(Br)cc3C2=O)n1
-11.4%	COc1cc([C@H]2Oc3c(OC)cc(CCCO[C@@H]4O[C@H](CO)[C@@H](O)[C@H](O)[C@H]4O)cc3[C@@H]2CO)ccc1O
4.0%	COC(=O)[C@@]12CCCCN1[C@H](c1ccc(-c3ccc(Cl)c(Cl)c3)c(OC)c1)[C@H]1C(=O)N(C)C(=O)[C@H]12
11.8%	CC(C)CCn1c(CN2CC(C)OC(C)C2)nc2c1c(=O)n(C)c(=O)n2C (centres undefined)

# Part of the list above in order of heavy-atom count, descending:
L3MBTL1 inh	mol
-11.4%	COc1cc([C@H]2Oc3c(OC)cc(CCCO[C@@H]4O[C@H](CO)[C@@H](O)[C@H](O)[C@H]4O)cc3[C@@H]2CO)ccc1O
4.3%	Cc1sc2nc(CSC(C)C(=O)N(C)CC(=O)Nc3ccccc3C(F)(F)F)[nH]c(=O)c2c1C (centres undefined)
-0.8%	COc1ccc(NC(=O)CCN2C(=O)NC3(CCCC3)C2=O)cc1Cl

# Compound activity deposited in PubChem by National Center for Advancing Translational Sciences (NCATS).

# These rows are one share of the data. The share of hits here may be higher or lower than overall.
